# Giardia FBPA inh – blocks Giardia fructose-bisphosphate aldolase activity | Potency, µM (top dose mostly 59.6 µM), for the others: at the highest dose activity, negative = inhibition, actives largely listed as inhibitors | hit rate 0.71% among 290,000 | purified Giardia FBPA | AID 2451; further: potency means the concentration at half of the fitted maximal effect; on the % scale 0 is the no-effect control and ±100 the full control effect; nearly all actives have a fitted effect of over 55% in size
# Target sequence (A8B2U2 whole entry, looked up): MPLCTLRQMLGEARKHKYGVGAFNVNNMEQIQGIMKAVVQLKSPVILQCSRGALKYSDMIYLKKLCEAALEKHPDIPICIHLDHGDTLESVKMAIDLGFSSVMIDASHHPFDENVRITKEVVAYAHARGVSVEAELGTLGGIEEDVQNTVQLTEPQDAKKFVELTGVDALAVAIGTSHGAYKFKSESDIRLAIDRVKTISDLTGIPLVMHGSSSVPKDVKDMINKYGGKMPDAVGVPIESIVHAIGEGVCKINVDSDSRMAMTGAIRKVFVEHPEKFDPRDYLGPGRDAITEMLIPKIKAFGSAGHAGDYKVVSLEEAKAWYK
#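 Giardia FBPA (40 nM reagent) was preincubated 10 min at RT with compound (up to 57.5 uM final), then substrate plus GAPDH/TPI/NAD/arsenate coupling system with diaphorase/resazurin was added; resorufin fluorescence (525/598 nm) was read after 20 min.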
# Sm TGR block – S. mansoni TGR enzyme inhibition; Potency, µM (series often up to 114 µM), without a hit: top-dose activity change, negative = inhibition, actives largely listed as inhibitors; AID 485364; hit rate 3% among 360,000; purified TGR, DTNB reduction, TNB absorbance 405 nm; further: potency means the concentration at half of the fitted maximal effect; on the % scale 0 is the no-effect control and ±100 the full control effect; nearly all actives have a fitted effect of over 60% in size
#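 TGR 20 nM + NADPH 100 uM (dispensed conc.), cpd preinc 15 min RT; start with NADPH (500 uM addition) then DTNB (15 mM addition). Kinetic TNB absorbance, 405 nm filter. Four-parameter Hill fit across titration.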
# Pf growth 48h – inhibits P. falciparum growth in the first generation, 48 h; hit rate 5.9% among 310,000; Potency, µM (top dose mostly 28.7 µM), for the others: top-dose activity change, negative = inhibition, usual class: inhibitors; P. falciparum luciferase growth in erythrocytes, 48 h; AID 504832; further: potency means the concentration at half of the fitted maximal effect; on the % scale 0 is the no-effect control and ±100 the full control effect
#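 Cell-based growth assay: transgenic P. falciparum expressing firefly luciferase, cultured in red cells within RPMI 1640 containing 0.5% w/v Albumax, 24 mM bicarbonate and gentamycin. A drop in luciferase activity indicates inhibition.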
# CHX counter – counter-screen for Shiga toxin inhibitors: cycloheximide protein synthesis inhibition; cell reporter, cycloheximide protein synthesis inhibition counterscreen; AID 2314; max response, %; hit rate 12% among 300,000; in the data active means max response mostly above about 13%, no sharp cut-off; inactive means mostly below about 14%; further: read at 38.3 µM for the half of the compounds with a filed dose; 0% is about no effect
# Pf growth 96h – P. falciparum growth inhibition at 96 hours. P. falciparum luciferase reporter growth, 96 h. Potency, µM (highest dose often 28.7 µM), for inactives: at the highest dose activity change, negative = inhibition, most hits filed as inhibitors. hit rate 6.9% among 320,000; further: potency means the concentration at half of the fitted maximal effect; on the % scale 0 is the no-effect control and ±100 the full control effect
#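 Two parasite generations (96 h, 37 C, 5% CO2) of compound exposure in infected erythrocytes (0.05% parasitemia, 2% hematocrit). Luciferase-reporter P. falciparum; decreased luminescence indicates inhibited growth, aimed at apicoplast-acting delayed death.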
# Shiga inhibitor – Shiga toxin inhibition | inhibition, % at 38.7 µM | AID 2315 | hit rate 9.2% among 290,000 | Vero cells, Shiga toxin protein synthesis inhibition reporter; in the data active means inhibition mostly above about 28%, no sharp cut-off; inactive means mostly below about 43%; further: 0% is about no effect
# The depositor's hits bear a star; ? = inconclusive; . = not tested or not shown; & = joins results of further samples; [ ] = remark or other dose. Unless noted, the call rests on the fitted dose curve; in most records, active means well fitted curve in the direction sought with a large enough effect; inconclusive means small, poorly fitted or top-dose-only effect, or another doubt; inactive means no such curve, though single readings can be large; an effect the other way counts as inactive or inconclusive. An unsorted share of the library; 24% or so of the library scored in one or more.
SMILES,Giardia FBPA inh,Sm TGR block,Pf growth 48h,CHX counter,Pf growth 96h,Shiga inhibitor
CCCn1c(=O)c(C(=O)NNC(=O)c2ccc(Cl)cc2Cl)c(O)c2ccccc21,?,-7%,?,-1,29%,-5
O=C(CSc1nnc(-c2cccnc2)o1)Nc1nccs1,.,2%,45%[activator],.,54%[activator],.
COc1cccc(-c2nc(CS(=O)CC(=O)NC3CCCCC3)c(C)o2)c1 (configuration not stated),4%,18µM*,-14%,-2,?,11
C=CCC1(CN2CCCC2=O)C(=O)NC(=O)NC1=O,1%,6%,4%,-4,49%[activator],-4
Cc1ccc(-c2noc(CCC(=O)NCC3CCN(Cc4cccc(C)c4)CC3)n2)cc1,-15%,-14%,?,-2,3%,-5
COc1ccc(C2/C=C\CN(Cc3ccccc3)C(C)C(=O)N2Cc2ccc(F)cc2)cc1 (configuration not stated),-4%,.,.,36*,.,62*
Nc1nnc2c(n1)CCCC2,?,32µM*,-14%,-4,49%[activator],-3
COc1ccc2c(c1OC)C(=O)OC2Nc1ccccc1S(=O)(=O)C(F)F (configuration not stated),1%,0%,16%,-3,12%,5
Cc1ccc(/C=C/c2nnc(-c3cccs3)o2)cc1,0%,0%,74%[activator],46*,220%[activator],48*
CCOC(=O)C1CCCN(S(=O)(=O)CCNC(=O)c2ccc3c(c2)OCO3)C1 (configuration not stated),.,-16%,?,.,-23%,.
Cc1c(Cl)cccc1NC(=O)c1cccnc1,-4%,0%,34%[activator],-2,-15%,-3
CN(C(=O)Nc1ccc(Cl)c(Cl)c1)c1ccccc1C(=O)O,-18%,-9%,2%,3,-18%,13
O=C(CCc1nc(-c2ccccc2)no1)Nc1cccnc1,-3%,-8%,?,13,3%,2
COc1ccc(-c2nnn(CC(=O)N(CCO)C(C(=O)NC3CCCC3)c3ccc(F)cc3)n2)cc1 (configuration not stated),0%,13%[11.4 µM],.,-2,11%,31
CC(=O)NC(c1ccc(C)cc1)c1cc([N+](=O)[O-])c2cccnc2c1O (configuration not stated),?,4%,?,-1,?,8
CCN(CC)CCN1C(=O)C(O)=C(C(=O)c2ccco2)C1c1ccccn1 (configuration not stated),?,45µM*,.,-5,.,-6
O=C(Nc1nnc2n1CCS2)c1ccc(Br)o1,18%,1%,-3%,1,3%,-9
O=C(O)C1CCN(c2ccccc2[N+](=O)[O-])CC1,2%,15%,28%,4,33%,-12
O=[N+]([O-])c1ccc(O)c(C=Nc2ccc3c(c2)OCCO3)c1,-18%,-19%,248%[activator],112*,25%,108*
O=C(NCCC(NS(=O)(=O)OCC(Cl)(Cl)Cl)c1ccccc1)C(F)(F)F (configuration not stated),-7%,0%,11%,-1,34%[activator],-3
Cc1cc(O)c(C(C)C)cc1N=Nc1ccccc1C(=O)O,-14%,-22%,-29%,3,?,14
CNC(=O)NNC(=O)c1nc(-c2ccccc2)c(C)o1,-5%,8%,11%,-3,?,21
COC(=O)CNC(=O)c1ccccc1F,1%,-34%,.,-2,10%,-16
CC(C)(C)NC(=O)Cn1c(Cl)nc2ccccc21,0%,.,8%,-3,?,18
Cc1cccc(C(=O)NC2CCN(S(=O)(=O)c3ccc(F)cc3)CC2)c1,3%,10%,?,6,?,17
Cc1ccc(C)c(N2C(=O)CN=C2Nc2ccccc2Cl)c1,?,-13%,?,-1,.,5
COc1ccc(N2C(=O)c3ccc(NC(C)=O)cc3C2=O)cc1,-2%,-14%,25%,8,3%,-6
Cc1ccc(C)c(NC(=O)C(=O)NCCCN2CCOCC2)c1,1%,25%&12%,12%,-3,8%,-9
Cc1ccc(NC(=O)C2C3CCCCC32)cc1[N+](=O)[O-] (configuration not stated),-5%,-9%,44%[activator],48*,?,58*
CN1CCC(C)(O)C2CCCCC21 (configuration not stated),-1%,4%,13%,-9,?,-14

# Look-ups from the results shown:
# For Pf growth 96h, O=C(NCCC(NS(=O)(=O)OCC(Cl)(Cl)Cl)c1ccccc1)C(F)(F)F (configuration not stated) shows 34%[activator]
# For Giardia FBPA inh, O=C(O)C1CCN(c2ccccc2[N+](=O)[O-])CC1 shows 2%
# For Shiga inhibitor, COC(=O)CNC(=O)c1ccccc1F shows -16

# Carrying on:
SMILES,Giardia FBPA inh,Sm TGR block,Pf growth 48h,CHX counter,Pf growth 96h,Shiga inhibitor
COc1cc(NC(=O)c2cccs2)c(OC)cc1NC(=O)Cc1ccccc1,5%,8%,-14%,-2,?,-14
CC12C(=O)N(Cc3ccco3)C(=O)C1C1c3ccccc3C2c2ccccc21 (configuration not stated),-9%,-26%,?,46*,.,42
COc1cc(OC)cc(-c2nc(-c3cccs3)no2)c1,6%,0%,290%[activator],44*,3%,76
CC(=O)Nc1ccc(S(=O)(=O)NCCC(=O)OCc2nnc(-c3ccccc3)o2)cc1,.,0%,?,.,23%,.
O=S(=O)(CC(O)CS(=O)(=O)c1ccc(Cl)cc1)c1ccccc1 (configuration not stated),4%,0%,5%,-3,2%,-7
CC=C(/C(=C/C)c1ccc(O)cc1)c1ccc(O)cc1,5%[21.7 µM],.,-14%[12.8 µM],.,?,.
CCOc1ccc2nc(SCC(=O)Nc3ccc4[nH]c(=O)[nH]c4c3)[nH]c2c1,.,-3%,?,.,-64%,.
O=C(Cc1cccs1)Nc1nc2ccccc2s1,1%,17%,2%,30*,100%[activator],111*
Cc1sc2ncn(-c3ccccc3)c(=O)c2c1C,-2%,-2%,5%,2,-55%,-4
Cc1ccc(C)c(NC(=S)/C(=C(\[O-])c2ccc(OC(F)F)cc2)[n+]2ccccc2)c1,-27%,-19%,?,10,?,-11
CCOC(=O)NC(Nc1cc(C)ccn1)(C(F)(F)F)C(F)(F)F,2%,-1%,-7%,-4,11%,-1
COc1ccc(NC(=O)C2CCCCN2S(=O)(=O)c2ccc(F)cc2)c(OC)c1 (configuration not stated),-20%,12%,?,-1,-2%,17
COc1ccc(OC)c(Nc2nc(-c3cccc([N+](=O)[O-])c3)nc3ccccc23)c1,-2%,15%,42%[activator],4,-8%,20
COc1cc(C(=O)Nc2cc(C(F)(F)F)ccc2N2CCOCC2)ccc1O,-6%,-2%,?,4,?,-3
Cc1ccccc1NC(=O)CSc1nc(N)c(C#N)c(-c2cccs2)c1C#N,3%,-7%,?,-3,?,-13
COc1cc(Br)cc2cc(C(=O)NCC3CCCO3)c(=O)oc12 (configuration not stated),3%,-3%,20%,-2,47%[activator],-3
CCCCN(CC)C(=O)C1CCCN(S(=O)(=O)c2cccc3nsnc23)C1 (configuration not stated),-14%,23%,?,-4,?,-5
O=C(Cn1nnc2ccccc21)OCC(=O)c1ccc(F)cc1,-3%,-2%,-1%,9.4*,38%[activator],13
Cc1ccc(/C=N/NC(=O)c2ccco2)cc1,-3%,-2%,150%[activator],45*,245%[activator],37*
CC(C)(C)n1cnc2cc(NC(=O)c3ccccc3)ccc21,12%,-3%,64%[activator],34*,-24%,93*
CC(C)(C)Cc1nnc(NC(=O)c2ccc3c(c2)OCO3)s1,.,-10%,0%,44*,-28%,48*
COc1ccc(Nc2ncnc3ccc(OC)cc23)cc1,-7%,.,.,4,.,-8
Cc1cc(N2C(=O)c3ccccc3C2=O)n(C)n1,12%,-3%,?,-1,35%[activator],-11
Cc1cccc(Cn2ncc(Cl)c(Cl)c2=O)c1,-1%,0%,16%,24*,9%,32
Cn1c(SCC(=O)NCc2ccccc2)ncc(C(=O)Nc2ccccc2)c1=O,.,-6%,5%,.,44%[activator],.
COc1cc(C(c2c(C)n(C)n(-c3ccccc3)c2=O)c2c(C)n(C)n(-c3ccccc3)c2=O)cc(Br)c1O,0%,-7%,?,4,-15%,5
Cc1cc(C(F)F)nn1CC(=O)NC1CCCCCC1,.,1%,10%,7,-19%,-3
CNC(=O)Cn1nc(C)c2ccccc2c1=O,-1%,2%,.,2,20%[5.75 µM],-4
Cc1cc(C(=O)Nc2cccc([N+](=O)[O-])c2C)cs1,-3%,18%,0%,26*,-9%,23
Cc1cccc(NC(=O)c2cccc(C(=O)Nc3cccc(C)c3)c2)c1,8%,?,-2%,-4,-6%,-2

# Arranged by length of the SMILES (largest number first): some entries from above
SMILES,Giardia FBPA inh,Sm TGR block,Pf growth 48h,CHX counter,Pf growth 96h,Shiga inhibitor
O=C(Cn1nnc2ccccc21)OCC(=O)c1ccc(F)cc1,-3%,-2%,-1%,9.4*,38%[activator],13
COc1ccc(Nc2ncnc3ccc(OC)cc23)cc1,-7%,.,.,4,.,-8
Cc1cccc(Cn2ncc(Cl)c(Cl)c2=O)c1,-1%,0%,16%,24*,9%,32

# Remaining list, next part.
SMILES,Giardia FBPA inh,Sm TGR block,Pf growth 48h,CHX counter,Pf growth 96h,Shiga inhibitor
COc1ccc(CCNS(=O)(=O)c2ccc(Cl)cc2)cc1OC,7%,-6%,-2%,1,12%,3
Cc1ccc(NC(=O)C2CCN(S(=O)(=O)c3cccs3)CC2)cc1,0%,-1%&-3%,?,7,?,19
CCN(CC)C(=O)CCCc1c[nH]c2ccccc12,-7%,.,0%,9,0%,52*
C=C(Cl)COc1ccc2c(CCC)cc(=O)oc2c1,-1%,-15%,.,15,?,49
Cn1c(=O)c2c(ncn2CC(=O)OCC(=O)NNC(=O)c2ccc(Cl)cc2)n(C)c1=O,.,1%,2%,.,3%,.
Cn1c(=O)c2ccccc2n(CC(=O)Nc2ccc3c(c2)OCCO3)c1=O,-3%,2%,-18%,-9,1%,-7
CCCNC(=O)c1ccc2snnc2c1,7%,-3%,38%[activator],5,?,29*
CC(C)CC(=O)NC(=S)NNC(=O)c1ccc(NC(=O)C2CCCCC2)cc1,5%,-14%,?,-1,13µM*,-5
CCOC(=O)N1CCC(N2C(=O)c3ccccc3C2Nc2ccccc2)CC1 (configuration not stated),1%,-26%,.,-4,?,-12
O=C(N/N=C/c1c(Cl)cccc1Cl)C(=O)NC1CC1,4%,-3%,-1%,-3,31%[activator],12
N#CC1=C(N)OC2=C(CN(Cc3ccccc3)C/C2=C\c2cccnc2)C1c1cccnc1 (configuration not stated),?,22µM*,?,7,22%,1
CC(NC(=O)c1ccc(CS(=O)(=O)Cc2ccccc2F)o1)c1ccc2c(c1)OCCO2 (configuration not stated),11%,35µM*,?,-4,?,2
Cc1cc(C)n(C(=O)c2ccc(S(=O)(=O)N3CCCC3)cc2)n1,2%,-8%,8%,-2,-5%,-6
O=C(CCc1ccccc1)NN1C(=O)C2C3C=CC(C3)C2C1=O (configuration not stated),1%,-1%,4%,2,71%[activator],-9
CCn1c(N)c(C(=O)NCCOC)sc1=S,-5%,4%,.,8,-4%,16
COc1ccc(C(=O)NC(=S)NNC(=O)c2ccc(NC(=O)C(C)C)cc2)cc1,?,5%,?,-4,?,17
O=C(Nc1cccc(NC(=O)c2cccnc2Cl)c1)c1ccco1,1%,-29%,49%[activator],1,?,8
CS(=O)(=O)c1cccc(C(=O)Nc2cccc(S(=O)(=O)N3CCCC3)c2)c1,.,-1%,-29%,.,?,.
COc1cc(CNn2c(C)n[nH]c2=S)cc(Cl)c1OCC(=O)NC(C)(C)C,9%,-4%,?,11*,?,21
CCOC(=O)N=Nc1c(O)n(CC(=O)OC)c2ccccc12,-1%,9%,24%,3,16%,-2
CCOC(=O)c1c(C)n(C)c2ccc(O)c(S(=O)(=O)c3ccccc3)c12,3%,-27%,18%,-4,.,-3
CC1CN(C(NC(=O)c2ccccc2)C(Cl)(Cl)Cl)CC(C)O1 (configuration not stated),4%,20µM*,11%,-4,-25%,9
C=CCn1c(O)c(C(CC)=NC2CC2)c(=O)[nH]c1=O,6%,-19%,21%,-1,40%[activator],-4
Cc1cccnc1NC(=O)CNC(=O)C1CCCCC1,.,-16%,-21%,.,?,.

# High-throughput results (PubChem BioAssay)
